Screens from PubChem.
LDHA inh – inhibitors of human lactate dehydrogenase A; activity change, % (values are at about 110 or 230 µM); P00338; purified LDHA, NADH/diaphorase-resazurin fluorescence; hits give low values; actives 0.15% (n = 480,000); in the data active = activity change below about -30%; inconclusive = mostly about -25% to -30%;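 note: plate controls were DMSO wells for no effect and wells without enzyme for full effect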
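LDH5 2 nM; NADH 0.06 mM, pyruvate 0.2 mM; 200 mM Tris pH 7.4, EDTA, Tween-20; 5 min RT. Detection: diaphorase 0.133 mg/mL + resazurin 37 µM, fluorescence ex540/em590 at 0 and 20 min; normalized to enzyme-free and DMSO wells.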
PI4K2A inh – blocks human PI4K2A kinase activity | Q9BTU6 | purified PI4K2A, ADP-Glo luminescence, 1 h; hits give low values | activity change, negative = inhibition, % at 76.9 µM | actives 0.13% (n = 420,000); in the data active = activity change below about -50%; inconclusive = mostly about -30% to -49%;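 note: -100% = wells without enzyme as full effect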
Target sequence (Q9BTU6 whole entry, looked up): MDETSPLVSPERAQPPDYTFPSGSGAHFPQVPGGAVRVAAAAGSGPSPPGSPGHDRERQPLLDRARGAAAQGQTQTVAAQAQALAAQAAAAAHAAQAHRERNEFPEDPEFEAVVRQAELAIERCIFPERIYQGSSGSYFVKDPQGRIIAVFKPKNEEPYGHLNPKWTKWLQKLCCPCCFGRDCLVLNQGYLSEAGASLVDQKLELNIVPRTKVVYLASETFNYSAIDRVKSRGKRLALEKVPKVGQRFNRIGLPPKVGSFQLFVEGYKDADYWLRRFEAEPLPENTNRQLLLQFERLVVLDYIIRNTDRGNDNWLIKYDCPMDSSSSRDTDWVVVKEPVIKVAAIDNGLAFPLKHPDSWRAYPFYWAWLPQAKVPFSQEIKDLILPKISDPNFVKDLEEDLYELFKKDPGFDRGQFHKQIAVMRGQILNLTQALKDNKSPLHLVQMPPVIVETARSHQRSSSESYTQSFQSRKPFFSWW
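In this quantitative HTS, ADP production by PI4K2A was quantified luminescently after 1 h at ambient temperature; 100 microM adenosine served as plate-quality control.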
TrxR1 substrate – substrates of rat thioredoxin reductase 1 | AID 588456 | Potency, µM (titrated, usually from 114 µM), without a hit: top-dose activity change, negative = substrate turnover | O89049 | actives 0.01% (n = 390,000) | purified TrxR1 substrate turnover, NADPH consumption readout; note: potency is the fitted concentration of half-maximal effect; % is set by controls: 0 for no effect and ±100 for the full control effect; nearly all actives have a fitted effect of over 50% in size
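Rat TrxR1, dispensed at 90 nM, was prereduced with 400 uM NADPH (final) for 5 min at ~22 deg C, then incubated with compound 15 min before 400 uM selenite. A first-read NADPH fluorescence drop versus no-compound background flagged substrates.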
GRP78 ERSR act – induces the endoplasmic reticulum stress response in human glioma cells; U87-MG GRP78 promoter luciferase reporter, 16 h; Potency, µM, for inactives: at the top dose activation, usual class: activators; actives 0.02% (n = 420,000); AID 602332; note: potency is the fitted concentration of half-maximal effect; series mostly up to about 76 µM; % of control where 0% means no effect; nearly all actives have a fitted effect of over 35% in size
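Stably transfected U87-MG human glioma cells carrying a GRP78-based luminescent sensor were seeded at 1000 cells/well, pin-dosed with compounds and incubated 16 h. Luciferase reagent was then added, and end-point luminescence was read after 10 min at room temperature.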
Vif-APOBEC3G blk – blocks the Vif interaction with human APOBEC3G | actives 0.076% (n = 410,000) | HeLa A3G-eYFP + Vif (tagged APOBEC3G with the HIV-1 protein that degrades it), YFP fluorescence, overnight | AID 602310 | Potency, µM (titrated, usually from 46.1 µM), for the others: top-dose activity, negative = active, actives largely listed as inhibitors;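 note: potency is the fitted concentration of half-maximal effect; % is set by controls: 0 for no effect and ±100 for the full control effect; nearly all actives have a fitted effect of over 60% in size; hits raise eYFP signal because A3G escapes Vif-driven loss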
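Read-out is eYFP fluorescence (Ex 488/Em 500-530) from Vif-expressing HeLa A3G-eYFP cells; more signal means A3G escaped Vif-mediated degradation. Cells plated overnight, compound pinned in, incubated overnight at 37 deg C.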
mIDH1 inhibitor – blocks human mutant IDH1 R132H enzyme; AID 602179; O75874; IDH1-R132H enzyme, NADPH consumption, diaphorase/resazurin fluorescence; actives 0.093% (n = 390,000); Potency, µM (highest dose often 76.6 µM), for inactives: at the top dose activity change, negative = inhibition, hits mostly inhibitors; note: potency is the fitted concentration of half-maximal effect; % is set by controls: 0 for no effect and ±100 for the full control effect; nearly all actives have a fitted effect of over 65% in size
Target sequence (O75874 whole entry R132H, stated change not applied): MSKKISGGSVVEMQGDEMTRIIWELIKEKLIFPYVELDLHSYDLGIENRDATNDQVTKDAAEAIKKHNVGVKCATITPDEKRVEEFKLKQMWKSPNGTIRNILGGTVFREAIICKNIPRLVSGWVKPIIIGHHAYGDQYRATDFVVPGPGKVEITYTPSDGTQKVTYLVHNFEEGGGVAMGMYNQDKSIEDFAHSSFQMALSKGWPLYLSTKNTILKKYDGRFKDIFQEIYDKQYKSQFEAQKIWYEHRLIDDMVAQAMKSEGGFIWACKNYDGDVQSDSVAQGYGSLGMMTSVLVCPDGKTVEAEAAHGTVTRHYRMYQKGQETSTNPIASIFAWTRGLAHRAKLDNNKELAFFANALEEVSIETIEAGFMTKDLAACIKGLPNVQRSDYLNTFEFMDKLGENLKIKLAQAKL
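IDH1-R132H (0.5 ug/mL) preincubated 30 min with compound, then NADPH (0.016 mM) and alpha-KG (2 mM) added; 80 min at RT, pH 7.5. Remaining NADPH coupled via diaphorase/resazurin to fluorescence (540/590 nm); concentration-response curves normalized to no-enzyme control.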
RXFP1 ag – agonists of human relaxin receptor RXFP1; HEK293T-RXFP1 cAMP TR-FRET, 30 min; response scale: percent of porcine relaxin response, buffer zero; Potency, µM (titrated, usually from 57.5 µM), without a hit: at the top dose activation, hits mostly activators; actives 0.3% (n = 370,000); AID 2676; note: potency is the fitted concentration of half-maximal effect; % is set by controls: 0 for no effect and ±100 for the full control effect; nearly all actives have a fitted effect of over 60% in size; many of its hits are not listed in these tables
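HEK293 cells stably expressing RXFP1, treated 30 min at 37C with compounds plus PDE4 inhibitor Ro 20174; cAMP measured by HTRF TR-FRET. Normalized to buffer and 29 nM porcine relaxin; EC50 by Hill fit.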
USP1 inh – inhibitors of human USP1/UAF1 deubiquitinase | AID 743255 | O94782 | actives 0.23% (n = 390,000) | recombinant USP1/UAF1, Ub-Rhodamine cleavage fluorescence | Potency, µM (series often up to 57.1 µM), for inactives: at the highest dose activity change, negative = inhibition, usual class: inhibitors; note: potency is the fitted concentration of half-maximal effect; % is set by controls: 0 for no effect and ±100 for the full control effect; nearly all actives have a fitted effect of over 60% in size; inactives centre near -12
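High-throughput fluorogenic screen: 1nM USP1/UAF1 complex, Ub-Rho substrate 150nM final, 50mM HEPES pH 7.8 with 0.5mM EDTA, 0.1 mg/ml BSA, 1mM TCEP and 0.01% Tween-20.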
Vif-APOBEC3F blk – Vif-A3F binding inhibition; HeLa A3F-eYFP + Vif (tagged APOBEC3F with the HIV-1 protein that degrades it), YFP fluorescence increase; Potency, µM (series often up to 46.1 µM), inactives show at the highest dose activity, negative = active; actives 0.2% (n = 390,000); AID 602313; note: potency is the fitted concentration of half-maximal effect; % of control where 0% means no effect; nearly all actives have a fitted effect of over 65% in size
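HeLa cells stably expressing A3F-eYFP plus Vif, plated and incubated overnight at 37 deg C, then exposed to compounds overnight at 37 deg C. Blocked degradation read as raised yellow fluorescence (Ex 488/Em 500-530).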
Active calls of the source: *; u = inconclusive; x = not tested or not shown; & = joins results of further samples; [ ] = dose if it differs, or a comment. Unless noted, calls come from the whole dose curve; as a rule, active = well fitted curve in the direction sought with a large enough effect; inconclusive = small, poorly fitted or top-dose-only effect, or another doubt; inactive = no such curve, though single readings can be large; an effect the other way counts as inactive or inconclusive. Some of the compounds tested; count on the stated rates, not on these rows.

entry | canonical_smiles | LDHA inh | PI4K2A inh | TrxR1 substrate | GRP78 ERSR act | Vif-APOBEC3G blk
1 | Nc1cc(=O)[nH]c(SCC(=O)N2N=C(c3ccc(Cl)cc3)CC2c2ccco2)n1 (stereo not drawn) | -4 | -2 | -9%[57.1 µM] | 1% | -3%
2 | CS(=O)(=O)c1nc(-c2ccc(Br)cc2)n[nH]1 | -4 | 0 | 7% | -1% | -2%
3 | CC(C)(C)OC(=O)C[C@@H]1C/C=C\C[C@H](CC(=O)N[C@H](CO)Cc2ccccc2)C(=O)N[C@H](Cc2ccccc2)COC1=O | -7 | -3 | 5%[57.1 µM] | -5% | 0%
4 | CC1CN(C(=O)c2ccc(COc3ccc(C(C)C)cc3)o2)CC(C)O1 (stereo not drawn) | 3 | -8 | 1% | 0% | 0%
5 | CCOc1ccc(N2C(=O)c3ccc(C(=O)OCc4c(C)noc4C)cc3C2=O)cc1 | -4 | -2 | 18%[57.1 µM] | -1% | -1%
6 | OCCC1CN(Cc2nc(-c3ccccc3)cs2)CCN1Cc1ccc(F)cc1 (stereo not drawn) | -4 | 3 | 10%[57.1 µM] | -2% | -2%
7 | COc1ccc(C(=O)Nc2ccc3c(c2)OCCO3)cc1S(=O)(=O)N1CCOCC1 | -3 | 2 | 0% | -5% | -12%
8 | CC1CCN(S(=O)(=O)c2ccc3c(c2)N(CC(=O)NCCc2ccc(Cl)cc2)C(=O)CO3)CC1 | 7 | -4 | -1% | 0% | -1%
9 | Cc1ccc(C(=O)CN(C(=O)c2ccc(Cl)c(Cl)c2)N2C(=O)C3CCCCC3C2=O)cc1C (stereo not drawn) | -4 | 5 | 1% | -6% | 3%
10 | CN(C)c1ccc(N2C(=NC(=O)COc3ccccc3)SC3CS(=O)(=O)CC32)cc1 (stereo not drawn) | -1 | -2 | -10% | -2% | 1%
11 | O=C(O)C1C2CCC(O2)C1C(=O)Nc1cccc(Cl)c1 (stereo not drawn) | -5 | 0 | 5% | -2% | -12%
12 | Cn1c(CNC(=O)c2ccco2)nnc1SCC(=O)c1ccccc1 | -7 | 6 | 8% | -2% | -12%
13 | O=S(=O)(Cc1ccccc1)NCc1ccccn1 | 2 | 0 | -7% | -5% | 2%
14 | COc1ccc(C(=O)NCC(=O)N/N=C/c2cn(C)c3ccccc23)cc1OC | -1 | -5 | -4% | -4% | -9%
15 | Cc1cc(Br)ccc1NC(=O)CNC(=O)CSc1nccn1C | -4 | 0 | 10% | -1% | 0%

entry | mIDH1 inhibitor | RXFP1 ag | USP1 inh | Vif-APOBEC3F blk
1 | 2% | 1.9% | -15% | 1%
2 | -1% | 0.0% | -15% | u
3 | 5% | x | -14% | 0%
4 | 7% | 0.4% | -17% | -8%
5 | 8% | 0.1% | -17% | -7%
6 | 15% | 1.0% | -6% | -11%
7 | 1% | 0.7% | -2% | 0%
8 | 2% | 3.0% | -27% | -4%
9 | -1% | 0.5% | -11% | -11%
10 | 6% | 1.5% | -19% | -1%
11 | 0% | 1.3% | -21% | -8%
12 | -4% | -0.2% | -12% | 15%
13 | 8% | -0.4% | 5% | 4%
14 | -12% | -1.0% | -23% | -1%
15 | 1% | x | -20% | 8%

In the list so far, these contain a Cl atom:
entry | canonical_smiles | LDHA inh | PI4K2A inh | TrxR1 substrate | GRP78 ERSR act | Vif-APOBEC3G blk
1 | Nc1cc(=O)[nH]c(SCC(=O)N2N=C(c3ccc(Cl)cc3)CC2c2ccco2)n1 (stereo not drawn) | -4 | -2 | -9%[57.1 µM] | 1% | -3%
8 | CC1CCN(S(=O)(=O)c2ccc3c(c2)N(CC(=O)NCCc2ccc(Cl)cc2)C(=O)CO3)CC1 | 7 | -4 | -1% | 0% | -1%
9 | Cc1ccc(C(=O)CN(C(=O)c2ccc(Cl)c(Cl)c2)N2C(=O)C3CCCCC3C2=O)cc1C (stereo not drawn) | -4 | 5 | 1% | -6% | 3%
11 | O=C(O)C1C2CCC(O2)C1C(=O)Nc1cccc(Cl)c1 (stereo not drawn) | -5 | 0 | 5% | -2% | -12%

entry | mIDH1 inhibitor | RXFP1 ag | USP1 inh | Vif-APOBEC3F blk
1 | 2% | 1.9% | -15% | 1%
8 | 2% | 3.0% | -27% | -4%
9 | -1% | 0.5% | -11% | -11%
11 | 0% | 1.3% | -21% | -8%

(listing goes on)
entry | canonical_smiles | LDHA inh | PI4K2A inh | TrxR1 substrate | GRP78 ERSR act | Vif-APOBEC3G blk
16 | CCOc1ccc(-c2[nH]ncc2-c2ccccc2)c(O)c1 | 3&0 | -2 | 6% | -4% | -1%
17 | Cc1cccc(NS(=O)(=O)c2ccc(C(=O)N3CCCCCC3)cc2)c1C | -5 | -1 | -4%[57.1 µM] | -4% | 2%
18 | COc1cccc(/C=C2\SC(=O)N(CCC(=O)NNC(=O)c3cccc(Cl)c3)C2=O)c1 | -5 | -7 | -5%[57.1 µM] | -2% | -5%
19 | COC(=O)c1cccc(NC(=O)C2COc3ccccc3O2)c1C (stereo not drawn) | -4 | -1 | 0% | 1% | -2%
20 | COc1ccc(C(=O)OCC(=O)c2cc(C)n(CC3CCCO3)c2C)cc1[N+](=O)[O-] (stereo not drawn) | -5 | -1 | 0% | 0% | 4%
21 | O=[N+]([O-])c1ccc(-c2csc(Nc3ccccc3)[n+]2Cc2ccccc2)cc1 | -1 | -3 | -7% | 3% | -9%
22 | COc1ccc(N(C(=O)c2cccnc2)S(=O)(=O)c2cccc([N+](=O)[O-])c2)cc1 | -4 | 5 | 0%[57.1 µM] | 5% | 1%
23 | Fc1ccc(Nc2nc(N3CCOCC3)c3ccccc3n2)cc1 | -1&-3 | 0 | 2% | 4% | -19%
24 | Cc1[nH]c2ccccc2c1C(=O)CSC(=S)N1CCOCC1 | 0 | -4 | -19%[57.1 µM] | -2% | -6%
25 | O=c1oc2cc([N+](=O)[O-])ccc2nc1/C=C(\O)c1cccc(Br)c1 | 8 | -1 | -2%[57.1 µM] | -3% | 2%
26 | O=C(NCc1cccc(C(F)(F)F)c1)C1CC(c2ccc(C(F)(F)F)cc2)=NO1 (stereo not drawn) | -4 | -1 | 7%[57.1 µM] | 2% | -7%
27 | O=[N+]([O-])c1cc2oc3c(c2c(C=NCc2ccncc2)c1O)CCCC3 | 27 | -13 | -8% | -2% | -7%
28 | C[C@H](CO)N1C[C@H](C)[C@H](CN(C)C(=O)Nc2ccc(C(F)(F)F)cc2)Oc2ncc(Br)cc2C1=O | -16 | -3 | x | -4% | -5%
29 | Cc1ccc(C(=O)Oc2c(S(=O)(=O)c3ccccc3)c(C)nn2-c2ccccc2)cc1 | -5 | -1 | 3% | -3% | -3%
30 | Cc1nc(-c2ccc(Cl)cc2)sc1CCNC(=O)c1cccs1 | 3 | 5 | 2%[57.1 µM] | 0% | 0%

entry | mIDH1 inhibitor | RXFP1 ag | USP1 inh | Vif-APOBEC3F blk
16 | 11% | 3.2% | -8% | -15%
17 | -9% | -0.2% | -5% | 4%
18 | 4% | 1.1% | -9% | 3%
19 | 4% | 1.0% | -10% | 2%
20 | 0% | 0.1% | -16% | 9%
21 | 5% | -1.5% | -18% | 11%
22 | 0% | 3.3% | -22% | -9%
23 | 2% | 0.0% | -13% | -11%
24 | 12% | 0.3% | -9% | -20%
25 | 2% | 0.0% | 0% | -17%
26 | 7% | 0.0% | -24% | 3%
27 | -8% | 1.6% | -20% | -8%
28 | -4% | x | u | -5%
29 | 18% | -3.1% | -21% | 1%
30 | 6% | 1.6% | -31% | 5%

Later entries
entry | canonical_smiles | LDHA inh | PI4K2A inh | TrxR1 substrate | GRP78 ERSR act | Vif-APOBEC3G blk
31 | CCN(CC)CCNS(=O)(=O)c1ccc(Cl)cc1 | -6 | 3 | 2% | -7% | -1%
32 | CSc1ccc(Cl)c(C(=O)OCC(=O)N2CC(C)OC(C)C2)c1 (stereo not drawn) | -2 | 2 | -1% | -5% | 0%
33 | O=C(Cn1c(=O)oc2ccccc21)c1ccccc1 | -2 | 10 | -3% | -2% | 0%
34 | O=C(C(=O)N1CCCC1CO)N1CCCC1CO (stereo not drawn) | -9 | 2 | -2%[57.1 µM] | -8% | -2%
35 | Clc1ccc(/C=N/N2CCCCC2)cc1 | -13 | -4 | 3% | 2% | 0%
36 | COc1cccc(C(=O)OCC(=O)NCCNC(=O)COC(=O)c2cccc(OC)c2OC)c1OC | 3 | 4 | -4% | -4% | 1%
37 | COc1cc(/C=N/NC(=O)C(=O)NCC2CCCO2)cc(Cl)c1O (stereo not drawn) | 1 | -1 | -11% | -2% | 0%

entry | mIDH1 inhibitor | RXFP1 ag | USP1 inh | Vif-APOBEC3F blk
31 | 2% | 2.1% | -16% | 1%
32 | 1% | 3.5% | -24% | -1%
33 | 1% | -0.5% | 4% | -16%
34 | -4% | -1.2% | u | 2%
35 | 3% | 5.3% | -23% | -3%
36 | 10% | 3.4% | -8% | 9%
37 | 12% | 2.1% | -13% | -22%
